D2 antag: D2 dopamine receptor (human) antagonism; 340,000 compounds, 2% hits; HEK293 TREx D2 cells, calcium flux, dopamine EC80; AID 485344; inhibition, % at 10 µM; in the data active = inhibition above about 30%; note: 0% is about no effect
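Calcium flux kinetic readout in an inducible HEK293 TREx D2 line plated overnight at 30 C. After 180 s compound exposure, an EC80 dopamine challenge follows with another 180 s kinetic read to detect antagonism.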
D2 ag: D2 dopamine receptor (human) agonism; P14416; HEK293 T-REx D2 cells, calcium flux agonist mode; activation, % at 2 µM; 340,000 compounds, 0.53% hits; AID 485358;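 active = activation over 3 SD above normal in the single-dose calcium agonist read, cut at about 30% in these data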; note: 0% is about no effect
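Agonism scored from kinetic calcium signal (1 read/sec, 180 s) following compound pin transfer, after a 10 s baseline. Cells: HEK293 Trex line expressing inducible D2 receptor coupled to calcium, dye-loaded after overnight culture at 30 C.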
Vif-APOBEC3F blk: inhibitors of Vif-A3F interaction; HeLa A3F-eYFP + Vif (tagged APOBEC3F with the HIV-1 protein that degrades it), YFP fluorescence increase; AID 602313; Potency, µM (titrated, usually from 46.1 µM), inactives show at the highest dose activity, negative = active; 390,000 compounds, 0.2% hits; note: potency is the fitted concentration of half-maximal effect; % of control where 0% means no effect; nearly all actives have a fitted effect of over 65% in size
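HeLa cells stably expressing Vif plus C-terminally eYFP-tagged A3F were seeded, incubated overnight at 37 deg C, dosed with compound, incubated overnight again at 37 deg C. Yellow fluorescence (Ex 488/Em 500-530) reported blocked Vif-mediated A3F-eYFP degradation.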
Glioma ERSR ind: inducers of ER stress response in human glioma cells. U87-MG GRP78 promoter luciferase reporter, 16 h. Potency, µM, for inactives: top-dose activation, actives largely listed as activators. 420,000 compounds, 0.02% hits; note: potency is the fitted concentration of half-maximal effect; series mostly up to about 76 µM; % of control where 0% means no effect; nearly all actives have a fitted effect of over 35% in size
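ERSR induction read as luciferase luminescence (Bright-Glo, 10 min at room temperature) in stably transfected human U87-MG glioma cells exposed to compounds for 16 h, using GRP78 as sensor.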
ERG-DNA inh: inhibitors of human ERG Ets domain-DNA interaction; AID 624246; Potency, µM (doses to about 76.9 µM), for the others: at the highest dose FP activity, negative = inhibition, actives largely listed as inhibitors; 370,000 compounds, 0.028% hits; P11308; fluorescence polarization, His-ERG Ets domain / labelled DNA; active = well fitted inhibition curve with a large enough effect in the polarisation, with a control signal flat; inconclusive = small, poorly fitted or top-dose-only effect, or effect the other way, or a change in a side signal; inactive = no such curve, though single readings can be large or run the other way; the % refers to the polarisation;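 note: polarization taken with two DNA probes labelled with fluorescein and Texas red; potency is the fitted concentration of half-maximal effect; % of control where 0% means no effect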
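His-tagged ERG Ets domain (1 uM in the protein solution; 300mM KCl, 50mM Tris-HCl, 1mM EDTA, 1mM DTT, pH 7.5) received compound, then a probe mix of 5 nM fluorescein-DNA and 100nM Texas-615-DNA. Fluorescence polarization was read for both dyes.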
Vif-A3G inh: Vif-A3G binding inhibition. HeLa A3G-eYFP + Vif (tagged APOBEC3G with the HIV-1 protein that degrades it), YFP fluorescence, overnight. Potency, µM (highest dose often 46.1 µM), inactives show top-dose activity, negative = active, usual class: inhibitors. 410,000 compounds, 0.076% hits. Q9HC16;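 note: potency is the fitted concentration of half-maximal effect; % is set by controls: 0 for no effect and ±100 for the full control effect; nearly all actives have a fitted effect of over 60% in size; hits raise eYFP signal because A3G escapes Vif-driven loss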
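HeLa cells stably expressing Vif and C-terminally eYFP-tagged A3G, seeded overnight at 37 deg C, then exposed to compound by pintool overnight at 37 deg C. Rise in yellow fluorescence (Ex 488/Em 500-530, Acumen) marks blocked Vif-driven A3G degradation.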
RGS4 inh: human RGS4 inhibition; Transcreener GDP fluorescence polarization, RGS4-accelerated GTP hydrolysis; Potency, µM (highest dose often 114 µM), without a hit: at the highest dose activity change, negative = inhibition, hits mostly inhibitors; 390,000 compounds, 0.039% hits; note: potency is the fitted concentration of half-maximal effect; % is set by controls: 0 for no effect and ±100 for the full control effect; nearly all actives have a fitted effect of over 75% in size; some results filed as inactive show a strong effect at the top dose
Target sequence (P49798 whole entry, looked up): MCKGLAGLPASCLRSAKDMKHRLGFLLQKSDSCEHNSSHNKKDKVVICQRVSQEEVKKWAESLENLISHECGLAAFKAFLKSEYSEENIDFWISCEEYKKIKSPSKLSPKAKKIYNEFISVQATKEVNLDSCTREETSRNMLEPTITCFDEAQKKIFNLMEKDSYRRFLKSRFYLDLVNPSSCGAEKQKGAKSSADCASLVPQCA
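MLSMR compounds (23 nl, pin-transferred) preincubated 10 min at room temperature with a 500nM (2x) first reagent, then RGS4 at 900nM (2x) plus Transcreener GDP mix added; fluorescence polarization (620/688 nm) read before and after 90 min at 30 °C.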
12-LOX inh: blocks human arachidonate 12S-lipoxygenase. purified 12hLO, xylenol orange hydroperoxide absorbance. AID 1671190. P18054. Potency, µM (doses to about 108 µM), for inactives: at the top dose activity change, negative = inhibition, usual class: inhibitors. 580,000 compounds, 1.1% hits; note: potency is the fitted concentration of half-maximal effect; % is set by controls: 0 for no effect and ±100 for the full control effect
Target sequence (P18054 whole entry, looked up): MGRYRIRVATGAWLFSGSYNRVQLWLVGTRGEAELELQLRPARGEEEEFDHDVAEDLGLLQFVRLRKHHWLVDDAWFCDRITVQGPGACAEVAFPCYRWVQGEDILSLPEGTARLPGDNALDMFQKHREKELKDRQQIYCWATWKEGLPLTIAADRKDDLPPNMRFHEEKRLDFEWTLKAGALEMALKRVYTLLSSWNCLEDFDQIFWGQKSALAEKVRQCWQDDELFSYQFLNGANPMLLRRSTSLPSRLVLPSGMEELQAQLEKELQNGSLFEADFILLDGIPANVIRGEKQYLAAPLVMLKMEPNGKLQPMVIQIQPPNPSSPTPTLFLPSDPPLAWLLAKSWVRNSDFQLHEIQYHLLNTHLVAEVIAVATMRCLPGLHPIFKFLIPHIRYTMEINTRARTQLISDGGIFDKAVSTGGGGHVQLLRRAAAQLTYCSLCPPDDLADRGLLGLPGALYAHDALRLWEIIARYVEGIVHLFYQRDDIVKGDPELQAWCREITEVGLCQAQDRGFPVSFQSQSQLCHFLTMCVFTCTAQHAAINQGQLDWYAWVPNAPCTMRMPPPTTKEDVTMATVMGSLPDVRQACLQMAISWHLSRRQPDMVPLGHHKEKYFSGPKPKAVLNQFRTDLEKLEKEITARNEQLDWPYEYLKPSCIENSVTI
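Purified human 12hLO (150 nM final) in 25 mM Hepes, 0.01% Triton X-100, pH 7.0 was preincubated 15 min at room temperature with compound. Then 40 uM arachidonic acid was added, 30 min. Hydroperoxide was read by Fe-XO absorbance ratio 573/405 nm.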
LDHA inh: blocks human lactate dehydrogenase A; AID 1347041; P00338; activity change, % (values are at about 110 or 230 µM); purified LDHA, NADH/diaphorase-resazurin fluorescence; stronger effect = lower value; 480,000 compounds, 0.15% hits; in the data active = activity change below about -30%; inconclusive = mostly about -25% to -30%;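 note: plate controls were DMSO wells for no effect and wells without enzyme for full effect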
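Human LDH5 (2 nM) was incubated with 0.06 mM NADH and 0.2 mM pyruvate for 5 min at room temperature in Tris pH 7.4. Remaining NADH was coupled through diaphorase/resazurin, and resorufin fluorescence was read at 0 and 20 min.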
Active calls of the source: *; ? = inconclusive; . = not tested or not shown; & = joins results of further samples; [ ] = remark or other dose. Unless noted, calls come from the whole dose curve; as a rule, active = well fitted curve in the direction sought with a large enough effect; inconclusive = small, poorly fitted or top-dose-only effect, or another doubt; inactive = no such curve, though single readings can be large; an effect the other way counts as inactive or inconclusive.

Preview, 3 compounds:
SMILES	D2 antag	D2 ag	Vif-APOBEC3F blk	Glioma ERSR ind	ERG-DNA inh	Vif-A3G inh	RGS4 inh	12-LOX inh	LDHA inh
Cc1nn(-c2ccccc2)c(C)c1NC(=O)COC(=O)c1ccc(NC(=O)CC#N)cc1	.	.	3%	-4%	6%	-3%	1%	32%[activator]	-9
N#Cc1c(NC(=O)/C=C/C(=O)O)sc2c1CCN(Cc1ccccc1)C2	14	6.3	25µM*	-2%	1%	?	-32%	30%[activator]	0
O=S(=O)(Nc1ccc(-n2cnnn2)cc1)c1ccccc1F	10	-0.6	7%	0%	-6%[15.4 µM]	-5%	-13%	19%	-7

The whole of this part, from the first entry:
SMILES	D2 antag	D2 ag	Vif-APOBEC3F blk	Glioma ERSR ind	ERG-DNA inh	Vif-A3G inh	RGS4 inh	12-LOX inh	LDHA inh
Cc1nn(-c2ccccc2)c(C)c1NC(=O)COC(=O)c1ccc(NC(=O)CC#N)cc1	.	.	3%	-4%	6%	-3%	1%	32%[activator]	-9
N#Cc1c(NC(=O)/C=C/C(=O)O)sc2c1CCN(Cc1ccccc1)C2	14	6.3	25µM*	-2%	1%	?	-32%	30%[activator]	0
O=S(=O)(Nc1ccc(-n2cnnn2)cc1)c1ccccc1F	10	-0.6	7%	0%	-6%[15.4 µM]	-5%	-13%	19%	-7
CCOC(=O)C(CCC(C)=O)C(=O)c1ccccc1 (configuration not stated)	2	0.7	5%	-4%	-8%	3%	-10%	11%	-6
O=C1CCCC2(O)C1C(c1cccc(Br)c1)NC(=O)N2Cc1ccccc1 (configuration not stated)	-8	0.0	-7%	-2%	-1%	-1%	-19%	-12%	0
Cc1ccc(NC(=O)/C=C/c2ccc(Cl)cc2)nc1	5	-0.4	-4%	7%	18%	-7%	0%	-29%	-4
CC(C)(C)[C@H]1C=C(C(=O)N2CCOCC2)O[C@@H](OCCCCO)C1	14	-0.3	-2%	3%	-1%	3%	-20%	?	-3
COC(=O)Nc1cc(C(F)(F)F)ccc1N1CCN(c2ccccc2)CC1	-9	0.2	-7%	2%	.	-4%	7%	-5%	-9
O=S(=O)(c1ccccc1F)N1CCN(c2nc3ccccc3s2)CC1	24	0.2	6%	-2%	6%	-6%	21%	-1%	-3
COc1ccc(-c2nn(-c3ccccc3F)cc2CNCCn2nc(C)cc2C)cc1	37*	-0.2	-10%	-6%	11%	1%	-21%	-8%	0
CCOC(=O)c1cc(CC)sc1NC(=O)CC1Sc2ccc(C(F)(F)F)cc2NC1=O (configuration not stated)	.	.	1%	-4%	14%	0%	-17%	12%&3%	0&-9
Cc1c(C)n(Cc2ccc(Cl)cc2)c2ccc(C(=O)NCCc3ccc(S(N)(=O)=O)cc3)cc12	.	0.0	1%	-4%	1%	1%	11%	-22%	-3

Record cards (already shown). Order of screens: D2 antag	D2 ag	Vif-APOBEC3F blk	Glioma ERSR ind	ERG-DNA inh	Vif-A3G inh	RGS4 inh	12-LOX inh	LDHA inh
Shown for `CCOC(=O)C(CCC(C)=O)C(=O)c1ccccc1` (configuration not stated) : 2	0.7	5%	-4%	-8%	3%	-10%	11%	-6
Shown for `O=C1CCCC2(O)C1C(c1cccc(Br)c1)NC(=O)N2Cc1ccccc1` (configuration not stated) : -8	0.0	-7%	-2%	-1%	-1%	-19%	-12%	0

Continuation.
SMILES	D2 antag	D2 ag	Vif-APOBEC3F blk	Glioma ERSR ind	ERG-DNA inh	Vif-A3G inh	RGS4 inh	12-LOX inh	LDHA inh
Cc1cc(Cl)ccc1C(=O)C1CCCN(C(=O)c2nonc2C)C1 (configuration not stated)	-9	0.0	6%	-4%	2%	2%	-18%[56.9 µM]	-32%	-10
CC(C1CC1)N(C(=O)NC1CCS(=O)(=O)C1)c1ccccc1 (configuration not stated)	-26	-2.4	-6%	-1%	-4%	0%	18%	-7%	-12
Cc1cccc(N/C(=N/S(=O)(=O)c2ccccc2)c2ccccc2)n1	5	0.2	0%	1%	-2%	1%	31%	207%[activator]	-1
Cc1ccc(-c2nnc(Nc3ccccc3)c3ccccc23)cc1S(=O)(=O)NCc1nc2ccccc2[nH]1	.	-0.9	-1%	4%	-2%	-9%	-34%	-3%	-1
Cc1occc1C(=O)Nc1ccc(Br)cc1F	5	-1.0	-24%	4%	-3%	0%	-11%	-11%	2
CSc1nc(Oc2ccc3ccccc3c2)c2ccccc2n1	-4	1.0	-15%	-2%	-7%	?	35%	426%[activator]	-3
COc1ccc(Oc2cnc3ccccc3n2)cc1	3	-0.5	4%	5%	4%	5%	-7%	6%	-7
CN(C)/C=N/c1ncc(C(=O)OC(C)(C)C)s1	9	-0.3	0%	1%	-6%	-1%	18%	11%	-6
Cc1ccccc1OCC(O)CN1CCN(c2ccccn2)CC1 (configuration not stated)	87*	65*	-3%	-2%	0%	2%	3%	-15%	-13
Cc1sc2nc(SCC(=O)c3cccs3)n(Cc3ccco3)c(=O)c2c1C	-7	1.2	-9%	-3%	0%	-1%	-21%	-4%	1
CC1=C(C(=O)OC2CCCCCC2)C(c2c(Cl)cccc2Cl)CC(=O)N1 (configuration not stated)	.	3.2	?	?	0%	-15%	-16%	-32%	-1
CC1=CC2=NC(=O)CC(C)(C(=O)N(CC(=O)NC(C)(C)C)C3CCCC3)N2C=C1 (configuration not stated)	-2	-1.0	-5%	0%	-1%	-4%	-12%	-18%	-7
O=C(c1cccc(C(F)(F)F)c1)c1c[nH]c(C(=O)NCCCN2CCOCC2)c1	13	4.3	5%	-1%	-3%	1%	3%	-8%	-4
CN(C)c1ccc(C(C(=O)NCc2ccccc2)N(Cc2ccco2)C(=O)c2snc(C(N)=O)c2N)cc1 (configuration not stated)	7	0.5	-1%	6%	11%	1%	18%	5%	-1
COC(=O)C(NC(=O)c1ccccc1)c1ccccc1 (configuration not stated)	3	-0.3	-7%	2%	15%	-2%	13%	?	0
O=C1OC(CN(Cc2ccccc2)Cc2ccccc2)CN1N=Cc1ccc([N+](=O)[O-])o1 (configuration not stated)	.	.	?	-3%	1%	-10%	18%	13µM*	-3
Cc1cccc(OCC(=O)Nc2ccc(C(=O)O)cc2NC(=O)COc2cccc(C)c2)c1	-10	-0.3	4%	-5%	16%	1%	4%	-9%	-1
Cc1cc2nnc(SC(C)C)n2c2ccccc12	-10	-0.2	2%	-5%	-1%	1%	25%	99%[activator]	-3
Nc1c(C(=O)NCCc2ccccc2)sc2nc(N3CCOCC3)c3c(c12)CCCC3	9	0.7	-5%	-1%	11%	-1%	-27%	-22%	-2
O=C(C1CCN(S(=O)(=O)c2cccc3cccnc23)CC1)N1CCN(C2CCCCC2)CC1	-14	0.3	-8%	-5%	-4%	2%	3%	.	1
CCC(=O)Nc1cccc(NC(=S)NC(=O)c2ccc(Cl)cc2)c1	0	-1.4	7%	1%	-5%	2%	-26%	6%	-2
Fc1ccccc1NC(=S)NCCc1ccc(Cl)cc1	15	21	-18%	8%	5%	2%	2%	40µM*	-1
C=CCn1c(SCC(=O)Nc2ccc(C(=O)O)cc2)nc2scc(-c3ccccc3)c2c1=O	.	.	0%	-2%	12%	0%	?	-3%	-8
O=C(CN1C2=NCCN2c2ccccc21)c1cccs1	-10	-0.9	-1%	1%	6%	-1%	-8%	-6%	-2
Cc1ccc(-c2nc3ccc(Cl)cn3c2Cc2ccsc2)cc1	.	.	.	1%	.	-10%	.	?	2
Cc1ccccc1NC(=O)CSc1nc2scc(C)c2c(=O)[nH]1	-2	-0.6	-8%	-7%	-6%	3%	25%	-24%	-4
CC(=O)Nc1ccc(S(=O)(=O)Nc2ccc(C(=O)NCC(=O)O)cc2)cc1	0	0.5	-1%	-5%	-8%	2%	-9%	-9%	-1
CCN(Cc1ccccc1)C(=O)CN1C(=O)COc2ccc(S(=O)(=O)N3CCOCC3)cc21	.	0.2	1%	-4%	0%	-6%	16%	-21%	-3
Cc1ccc(S(=O)(=O)NC(=O)C2CCCCC2)cc1	14	-0.6	10%	-3%	1%	1%	-18%	5%	-7
O=C(Nc1nccs1)C1CCN(S(=O)(=O)c2ccc3c(c2)OCCCO3)CC1	-12	0.2	-7%	-3%	-5%	0%	-16%	9%[57.4 µM]	-4

Not all compounds are listed. The share of hits here may be higher or lower than overall.
